# Screening results (PubChem BioAssay)
# Mito fusion yeast: blocks mitochondrial division or promotes mitochondrial fusion. 320,000 compounds, 0.23% hits. AID 485298. Potency, µM (titrated, usually from 46.1 µM), inactives show at the top dose growth rescue (activation), usual class: activators. S. cerevisiae fusion-defective mutant growth rescue, CellTiterGlo 48 h;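 note: potency is the fitted concentration of half-maximal effect; % of control where 0% means no effect; nearly all actives have a fitted effect of over 45% in size; temperature-sensitive fusion mutants such as fzo1-1 at 37 °C on non-fermentable ethanol glycerol medium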
#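 Luminescent cell viability in 1536-well qHTS format served as the measure of rescued growth in ts fusion-mutant S. cerevisiae cultured on non-fermentable YPEG for 48 hours at 37C.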
# MLL CXXC-DNA inh: blocks binding of human MLL CXXC domain to DNA; Q03164; MLL-CXXC / FITC-HOXA9 DNA fluorescence polarization; Potency, µM (titrated, usually from 115 µM), without a hit: at the top dose activity change, negative = inhibition, hits mostly inhibitors; 290,000 compounds, 0.037% hits; AID 2662; active = well fitted inhibition curve with a large enough effect in the polarisation, with a control signal flat, not every such curve was filed as active; inconclusive = small, poorly fitted or top-dose-only effect, or effect the other way, or a change in a side signal; inactive = no such curve, though single readings can be large or run the other way; the % refers to the polarisation; note: potency is the fitted concentration of half-maximal effect
#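 Steps: dispense CXXC domain solution (7 uM) → pin compounds or unlabeled HOX-A9 DNA control → 5 min ambient → add FLSN-HOX-A9 solution (50 nM) → spin → 30 min ambient → fluorescence polarization. Tris pH 7.5/NaCl/DTT/BSA buffer.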
# S-ASM inh: blocks human secretory acid sphingomyelinase; P17405; placental ASM, HMU-PC fluorogenic substrate, 60 min; Potency, µM (highest dose often 57.5 µM), for inactives: top-dose activity change, negative = inhibition, most hits filed as inhibitors; 340,000 compounds, 0.006% hits; note: potency is the fitted concentration of half-maximal effect
#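 Steps: dispense placental human ASM, pin compound, wait 10 min at room temperature, add HMU-PC0 substrate at 9 uM final, incubate 60 min at 37 °C, add stop solution raising pH to 10, read fluorescence.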
# AT treatment: potential ataxia-telangiectasia treatment. […] A-T fibroblasts, KAP-1 phosphorylation AlphaLISA; neocarzinostatin DNA damage 30 min before lysis. Potency, µM (titrated, usually from 57.5 µM), for the others: top-dose activation, hits mostly activators. 320,000 compounds, 0.19% hits. AID 485349; note: potency is the fitted concentration of half-maximal effect; % of control where 0% means no effect; nearly all actives have a fitted effect of over 45% in size
#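 hTERT-immortalized A-T patient fibroblasts ([…]), 500 cells/well in OPTI-MEM, 1% FBS, got compounds for 60 min, then NCS for 30 min at 37C. Lysates were then assayed for phospho-KAP-1 by AlphaLISA (anti-pKAP1 donor, anti-KAP1 acceptor beads), 6 hr at 25C.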
# MBNL1-CUG inh: inhibitors of human MBNL1 binding to CUG repeat RNA | Q9NR56 | 280,000 compounds, 0.036% hits | AID 2675 | TR-FRET MBNL1-His/biotin-(CUG)12 binding, 665/545 ratio | Potency, µM (top dose mostly 57.5 µM), for inactives: at the highest dose activity change, negative = inhibition, usual class: inhibitors; active = well fitted inhibition curve with a large enough effect in the signal ratio, with a control signal flat, not every such curve was filed as active; inconclusive = small, poorly fitted or top-dose-only effect, or effect the other way, or a change in a side signal; inactive = no such curve, though single readings can be large or run the other way; the % refers to the signal ratio; note: potency is the fitted concentration of half-maximal effect; % is set by controls: 0 for no effect and ±100 for the full control effect
# Target sequence (Q9NR56 whole entry, looked up): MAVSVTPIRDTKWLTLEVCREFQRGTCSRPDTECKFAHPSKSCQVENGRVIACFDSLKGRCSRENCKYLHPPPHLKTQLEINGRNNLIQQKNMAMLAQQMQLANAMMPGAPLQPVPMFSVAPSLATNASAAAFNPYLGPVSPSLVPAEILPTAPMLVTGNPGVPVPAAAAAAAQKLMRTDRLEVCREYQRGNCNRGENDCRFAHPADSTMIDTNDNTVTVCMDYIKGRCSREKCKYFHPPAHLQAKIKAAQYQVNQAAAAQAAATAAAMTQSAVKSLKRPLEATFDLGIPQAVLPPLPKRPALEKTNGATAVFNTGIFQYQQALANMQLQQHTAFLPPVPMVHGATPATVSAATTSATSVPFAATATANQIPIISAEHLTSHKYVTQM
#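 Compounds (final 92 nM to 58 uM) are added to His-tagged MBNL1 and biotin-(CUG)12, then terbium anti-His antibody and streptavidin-XL665 (5 nM final). After 60 min at room temperature, the 665/545 nm ratio is read.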
# TCR activator: activates T cell receptor signaling; 330,000 tested, under 10 active; Potency, µM (top dose mostly 9.22 µM), without a hit: at the top dose activation of IL-2 secretion, most hits filed as activators; AID 504894; primary human leukocytes, anti-CD3, IL-2 HTRF, 48 h; note: % of control where 0% means no effect
#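 Primary human leukocytes were stimulated with a-CD3 beads plus compounds for 48 hr without co-stimulation; secreted IL-2 was quantified by HTRF using a-IL-2-K (europium cryptate) and a-IL-2-d2, excited at 320nm with acceptor emission read at 665nm.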
# Menin-MLL TR inh: menin-MLL binding inhibition, Texas Red mutant peptide. O00255. 270,000 compounds, 0.23% hits. Menin + Texas Red MLL mutant peptide, fluorescence polarization. Potency, µM (highest dose often 61.6 µM), without a hit: at the highest dose FP activity change, negative = inhibition, most hits filed as inhibitors; active = well fitted inhibition curve with a large enough effect in the polarisation, with a control signal flat, not every such curve was filed as active; inconclusive = small, poorly fitted or top-dose-only effect, or effect the other way, or a change in a side signal; inactive = no such curve, though single readings can be large or run the other way; the % refers to the polarisation; note: potency is the fitted concentration of half-maximal effect; % of control where 0% means no effect; many of its hits are not listed in these tables
# Target sequence (O00255 whole entry, looked up): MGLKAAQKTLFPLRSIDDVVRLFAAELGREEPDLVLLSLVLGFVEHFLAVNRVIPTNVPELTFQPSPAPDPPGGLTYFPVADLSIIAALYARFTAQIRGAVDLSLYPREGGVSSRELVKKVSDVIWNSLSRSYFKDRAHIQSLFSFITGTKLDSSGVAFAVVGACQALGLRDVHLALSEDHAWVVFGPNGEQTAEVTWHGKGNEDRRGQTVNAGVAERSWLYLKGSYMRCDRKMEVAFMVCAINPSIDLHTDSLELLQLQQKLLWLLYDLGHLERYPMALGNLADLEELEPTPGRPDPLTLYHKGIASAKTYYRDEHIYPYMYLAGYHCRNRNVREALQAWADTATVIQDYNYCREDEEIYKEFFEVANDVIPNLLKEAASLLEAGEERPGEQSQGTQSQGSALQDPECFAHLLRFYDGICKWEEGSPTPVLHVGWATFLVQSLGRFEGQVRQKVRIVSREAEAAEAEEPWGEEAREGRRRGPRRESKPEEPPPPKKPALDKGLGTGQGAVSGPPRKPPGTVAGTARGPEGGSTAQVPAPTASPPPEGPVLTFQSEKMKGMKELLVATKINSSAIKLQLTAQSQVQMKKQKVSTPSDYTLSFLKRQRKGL
# PTAP TSG101 blk: blocks PTAP/TSG101 interaction to inhibit HIV-1 budding; 340,000 tested, under 10 active; AID 493005; Potency, µM (series often up to 115 µM), inactives show at the highest dose activity change, negative = inhibition, actives largely listed as inhibitors; Q99816; Fluorescence polarization, FITC-PTAP peptide / Tsg101 binding; active = well fitted inhibition curve with a large enough effect in the main read-out, with a control signal flat, not every such curve was filed as active; inconclusive = small, poorly fitted or top-dose-only effect, or effect the other way, or a change in a side signal; inactive = no such curve, though single readings can be large or run the other way; note: potency is the fitted concentration of half-maximal effect; % of control where 0% means no effect
#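 Tsg101 binding domain (10 uM final) was mixed with compound and a FITC-labeled PTAP peptide (50 nM final) in HEPES pH 7.5 buffer with NaCl, Tween 20, EDTA and TCEP; fluorescence polarization was read after 20 min at r.t.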
# Integrin act MD: activators of alpha7 integrin expression for muscular dystrophy; alpha7betagal myoblasts, beta-gal FDG fluorescence, 48 h; 350,000 compounds, 0.064% hits; Potency, µM (top dose mostly 38.3 µM), inactives show at the top dose activation, actives largely listed as activators; AID 624291;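 note: potency is the fitted concentration of half-maximal effect; 100% = response of the positive control SU9516; nearly all actives have a fitted effect of over 60% in size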
#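 Alpha7betagal+/- myoblasts (passage 13) were plated 16-24 hr, then exposed to compounds (1:260 dilution of DMSO stock) for 48 hours at 37C. After MPER lysis, β-galactosidase reporter activity was read as FDG fluorescence (ex 480/em 540) after 30 minutes.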
# TSHR antag: antagonists of human thyroid stimulating hormone receptor; TSHR-expressing cells, TSH-stimulated cAMP HTRF, 2 h; hits give low values; activity change, negative = inhibition, % at 11.5 µM; 330,000 compounds, 0.2% hits; AID 504810;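 active = activity change below a set negative limit, meaning inhibition stronger than a set level, cut at about -70% in these data; inconclusive = activity change between two set negative limits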; note: % is set by controls: 0 for no effect and ±100 for the full control effect
#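 Inhibition of cAMP made by TSHR-expressing cells under TSH stimulation (4nM final, EC80; 2 h, 37 deg C) is quantified with a one-step lysis HTRF kit, anti-cAMP cryptate versus cAMP-d2.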
# Starred values were filed as active, the others as inactive; ? = inconclusive; . = not tested or not shown; [ ] = remark or other dose. Unless noted, calls come from the whole dose curve; as a rule, active = well fitted curve in the direction sought with a large enough effect; inconclusive = small, poorly fitted or top-dose-only effect, or another doubt; inactive = no such curve, though single readings can be large; an effect the other way counts as inactive or inconclusive.
SMILES,Mito fusion yeast,MLL CXXC-DNA inh,S-ASM inh,AT treatment,MBNL1-CUG inh,TCR activator,Menin-MLL TR inh,PTAP TSG101 blk,Integrin act MD,TSHR antag
COc1cccc(-c2noc(-c3ccc(Cl)nc3)n2)c1,4%,-3%,1%,-2%,36%[activator],0%,8%,-2%,-10%,-2
O=C1CN(C(=O)c2ccc(F)c(S(=O)(=O)N3CCOCC3)c2)c2ccccc2N1,-5%,-6%,-1%,0%,4%,10%,5%,0%,-8%,-6
O=c1[nH]c2ccc(N/C(=N/S(=O)(=O)c3ccccc3)c3ccccc3)cc2[nH]1,-1%,-2%,1%,3%,6%,-7%[46.1 µM],9%,0%,-21%,1
COc1ccc(-c2nnc3ccc(SCC(=O)NCc4ccco4)nn23)cc1,5%,4%,-2%,3%,?,-4%,-12%,-5%,0%,-6
CCOC(=O)N1CCN(C2CC(=O)N(c3ccc(F)cc3)C2=O)CC1 (stereo not drawn),-7%,4%,-3%,1%,2%,3%,10%,-5%,-20%,1
CCOc1ccc(-c2nc(C#N)c(N3CCN(C)CC3)o2)cc1,-5%,-8%,-5%,-1%,5%,1%,12%,1%,29%,-14
Cc1[nH]n(-c2ccccc2)c(=O)c1C(C[N+](=O)[O-])c1ccc(F)cc1 (stereo not drawn),5%,9%,3%,2%,7%[11.5 µM],3%[46.1 µM],2%,-3%,-41%,-2
COc1ccc(-n2c(=O)[nH]c3cc(C(=O)NCCc4ccc(OC)c(OC)c4)ccc3c2=O)c(OC)c1,3%,6%,63%[activator],3%,1%,4%,17%,-4%,-19%,8
COc1ccc(NC(=O)/C(C#N)=C\c2ccc(-c3cccc(C(=O)O)c3C)o2)cc1,1%,?,-2%,-10%,?,-2%,33%[activator],-1%,20%,-18
COc1ccc(NC(=O)CSc2ccc(F)cc2)cc1S(=O)(=O)N1CCCCC1,4%,-3%,1%,1%,-5%,2%[46.1 µM],1%,0%,-45%[inhibitor],-9
CN(C(=O)CN(C)S(=O)(=O)c1ccc(F)cc1)c1c(N)n(Cc2ccccc2)c(=O)[nH]c1=O,-3%,.,3%,-6%,.,-9%,.,-1%,17%,9
COc1cc(NC(=O)c2cc3ccccc3cc2O)c(OC)cc1Cl,4%,7%,14%,25%,19%,-17%,?,-1%,-74%[inhibitor],?
CCCCCCNC(=O)C(=O)NCCc1ccc(Cl)cc1,-5%,-24%,-1%,-6%,7%,-1%,-3%,0%,20%,1
CCn1c(=O)c(C(=O)NCCc2ccc(OC)c(OC)c2)c(O)c2ccccc21,7%,3%,-10%,5%,0%,-10%,41%[activator],-4%,-14%,-7
CC(C)CCNc1nc(N)c([N+](=O)[O-])c(NCCO)n1,8%,-5%,0%,-2%,-1%,-1%,.,-4%,-15%,8
CCc1cccc(NC(=O)CNC(=O)N2CC(=O)Nc3ccccc32)c1,-2%,0%,0%,6%,-10%,13%,12%,1%,31%,-3
Cc1[nH]ccc(=O)c1OC1OC(CO)C(O)C(O)C1O (stereo not drawn),-3%,13%,10%,-2%,-6%,-2%,4%,.,29%,1
CC1(C)CC2CC(C)(CN2C(=O)C23CCC(C)(C(=O)C2)C3(C)C)C1 (stereo not drawn),6%,2%,-1%,-12%,-10%,-5%[46.1 µM],0%,12%,-31%,12
COc1ccc2[nH]c3c(c2c1)CCN1C(=O)N([C@@H](C)C(=O)NC2CC2)C(=O)[C@]31C,0%,5%,5%,1%,7%,0%,-3%,-1%,-10%,13
CCOc1cccc(C2/C(=C(/O)c3ccc4c(c3)CC(C)O4)C(=O)C(=O)N2Cc2ccncc2)c1 (stereo not drawn),4%,6%,1%,-2%,24%,-3%,.,-7%,1%,3
O=C1N/C(=C\c2ccccc2)c2ccccc21,4%,0%,-2%,-1%,?,.,5%,-4%,-14%,-5
C#Cc1ccc([C@@H]2C=C(C(=O)NC3CC3)O[C@H](OCC)[C@H]2CCCO)cc1,-1%,-11%,9%,26%,9%,-11%,.,.,-13%,-7
COc1ccc(N(CC(=O)Nc2ccc(F)c(F)c2)S(=O)(=O)c2c(C)[nH]c(=O)[nH]c2=O)cc1,-14%,-1%,-5%,1%,0%,-2%,.,-2%,?,16
Nc1cc(=O)[nH]c(SCC(=O)Nc2cc(S(=O)(=O)N3CCCCC3)ccc2Cl)n1,2%,.,4%,1%,.,-5%,.,-4%,29%,-16
CC(Nc1ncnc2sccc12)c1ccccc1 (stereo not drawn),4%,3%,1%,0%,-2%,0%,15%,-2%,-42%,-39
# (continued)
SMILES,Mito fusion yeast,MLL CXXC-DNA inh,S-ASM inh,AT treatment,MBNL1-CUG inh,TCR activator,Menin-MLL TR inh,PTAP TSG101 blk,Integrin act MD,TSHR antag
O=C(NNC(=O)c1ccc(NC(=O)c2ccccc2)cc1)c1ccc(F)cc1,2%,1%,0%,-2%,6%,15%,?,-1%,-18%,-10
Cc1cc(C)c(C)c(OCC(O)CN2CCN(c3ccccn3)CC2)c1 (stereo not drawn),-2%,-4%,-2%,-2%,1%,0%,-29%,-6%,0%,11
C/C(=N\Nc1nc(C)cc(-c2ccccc2)n1)c1ccc(C)o1,-6%,5%,-1%,1%,13%,-3%,1%,-2%,-4%,-13
COc1cc(=O)n(C)c2ccccc12,-3%,-3%,1%,.,6%,.,-2%,-6%,2.2µM*,-1
O=S1(=O)CCC(n2ncc3c2/C(=C/c2ccccc2)CC3)C1 (stereo not drawn),5%,8%,-2%,-3%,8%,-8%,2%,-4%,-5%,7
CN1C(=O)N(CC(=O)N2CCN(S(=O)(=O)c3ccc4c(c3)CCC4)CC2)C(=O)C12CCCCC2,-4%,.,1%,-1%,.,-6%,.,0%,-4%,-8
CC(C)c1ccc(OC(=O)c2ccc3c(=O)n4c(nc3c2)CCC4)cc1,23%,.,-8%,8%,.,0%,.,0%,9%,-8
O=C(CCCCn1c(=O)[nH]c2ccsc2c1=O)NCc1cccnc1,-1%,-17%,5%,2%,-6%,-3%[46.1 µM],5%,-3%,3%,1
CC(=O)Nc1ccc(NC(=O)c2cc(=O)c3cc(C)c(C)cc3o2)cc1,3%,?,-3%,-9%,?,-2%,-18%,0%,23%,-6
CC(=O)c1ccc(S(=O)(=O)Nc2cccc(-n3cnnn3)c2)cc1,13%,-18%,2%,0%,?,3%,6%,-1%,-5%,2
COC(=O)Nc1ccc(S(=O)(=O)N2CCCCC2C(=O)O)cc1 (stereo not drawn),1%,-15%,0%,-3%,-5%,.,-17%,-1%,33%,-1
Cc1[nH]n(-c2cccc(Cl)c2)c(=O)c1/C=N/n1c(C)nc2ccccc2c1=O,-3%,2%,-1%,-6%,13%,-1%,.,-11%,7%,-4
COCCN(Cc1cc2cc(C)ccc2n2nnnc12)C(=S)Nc1ccccc1C,16%,15%,3%,0%,0%,-2%,-25%,2%,5%,13
CCN(CC)CCCN(Cc1cc2cc3c(cc2[nH]c1=O)OCO3)C(=S)Nc1ccc(OC)cc1,-2%,2%,12%,-2%,26%,-2%,-4%,1%,-46%[inhibitor],0
Cc1ccc(C(=O)NC(=S)Nc2cccc3c(C)cc(C)nc23)cc1,-11%,-18%,-5%,1%,-1%,3%,?,-4%,5%,-2
COc1ccc(-c2noc(CNC(=O)C(C)Oc3ccccc3)n2)cc1 (stereo not drawn),-3%,4%,0%,17%,-8%,3%,2%,-6%,32%,-11
O=C(COc1ccc(S(=O)(=O)N2CCCCC2)cc1Cl)N1CCCC1,-3%,11%,1%,-4%,-3%,-1%,10%,-1%,34%,16
NC(=O)c1cc([N+](=O)[O-])cc2c1C=Cc1ccccc1O2,1%,21%,4%,2%,?,-10%,3%,2%,13%,8
Cc1cc(C)n(CCc2nc(-c3ccco3)cs2)n1,-2%,7%,-3%,.,2%,-1%,0%,-3%,13%,-3
CNS(=O)(=O)c1cccc(C(=O)OCC(=O)N2CCc3ccccc3C2)c1,-1%,0%,-2%,9%,-4%,4%,6%,-4%,-3%,-3
CCOc1ccc(NC(=O)CC2C(=O)N(c3ccc(OC)c(Cl)c3)C(=S)N2C2CC2)cc1 (stereo not drawn),-2%,4%,-9%,0%,2%,1%,.,0%,-26%,-1
COc1ccc(C(=O)NCC(=O)N2CCC3(CC2)NCCc2[nH]cnc23)cc1,-7%,9%,-1%,1%,0%,3%,-23%,-9%,1%,10

# Not all compounds are listed (hit frequency here may not be typical).
